GLS inh = glutaminase GLS (human) inhibition; O94925; GLS enzymatic activity, qHTS titration; Potency, µM (doses to about 45.5 µM), for inactives: at the top dose activity change, negative = inhibition, usual class: inhibitors; hit rate 0.21% among 410,000; AID 624170; note: % is set by controls: 0 for no effect and ±100 for the full control effect
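hKGA; 45 mM KH2PO4 pH 8.2 + 0.02% Tween-20; cpd via pin tool; 1 mM Gln soln; GluOx/HRP/Amplex Red; RT 30 min; fluor. t0 & final.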
Tb PGK inh = T. brucei PGK inhibition; P07378; Potency, µM (doses to about 57.5 µM), inactives show top-dose activity change, negative = inhibition, actives largely listed as inhibitors; AID 602233; PGK/GAPDH coupled, Kinase-Glo luminescence, 60 min; hit rate 0.043% among 380,000; note: % is set by controls: 0 for no effect and ±100 for the full control effect; nearly all actives have a fitted effect of over 60% in size
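Luminescent ATP detection (Kinase-Glo Plus) follows a 60-minute room-temperature incubation, with wells lacking PGK as controls. Buffer: 100 mM TEA (pH 7.6), 5 mM MgCl2, 0.01% Tween-20. Coupling enzyme GAPDH (100 nM final) supplies unstable 1,3-BPG in-well.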
POLI inh = DNA polymerase iota (human) inhibition; Pol iota fluorescent replication assay, 10 min; Potency, µM (doses to about 115 µM), without a hit: at the highest dose activity, negative = inhibition, most hits filed as inhibitors; hit rate 1% among 390,000; Q9UNA4
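Pol iota at 10 nM preincubated 15 min with compounds at room temperature; reaction started with fluorescent substrate, 50 nM final. Fluorescence read kinetically at 0 and 10 min; buffer-only wells as negative control.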
BAZ2B block = blocks human BAZ2B | Q9UIF8 | AlphaScreen BAZ2B-H3K14Ac peptide displacement | Potency, µM (top dose mostly 114 µM), inactives show top-dose activity change, negative = inhibition, usual class: inhibitors | hit rate 4.4% among 360,000; note: % is set by controls: 0 for no effect and ±100 for the full control effect; nearly all actives have a fitted effect of over 60% in size
Target sequence (Q9UIF8 whole entry, looked up): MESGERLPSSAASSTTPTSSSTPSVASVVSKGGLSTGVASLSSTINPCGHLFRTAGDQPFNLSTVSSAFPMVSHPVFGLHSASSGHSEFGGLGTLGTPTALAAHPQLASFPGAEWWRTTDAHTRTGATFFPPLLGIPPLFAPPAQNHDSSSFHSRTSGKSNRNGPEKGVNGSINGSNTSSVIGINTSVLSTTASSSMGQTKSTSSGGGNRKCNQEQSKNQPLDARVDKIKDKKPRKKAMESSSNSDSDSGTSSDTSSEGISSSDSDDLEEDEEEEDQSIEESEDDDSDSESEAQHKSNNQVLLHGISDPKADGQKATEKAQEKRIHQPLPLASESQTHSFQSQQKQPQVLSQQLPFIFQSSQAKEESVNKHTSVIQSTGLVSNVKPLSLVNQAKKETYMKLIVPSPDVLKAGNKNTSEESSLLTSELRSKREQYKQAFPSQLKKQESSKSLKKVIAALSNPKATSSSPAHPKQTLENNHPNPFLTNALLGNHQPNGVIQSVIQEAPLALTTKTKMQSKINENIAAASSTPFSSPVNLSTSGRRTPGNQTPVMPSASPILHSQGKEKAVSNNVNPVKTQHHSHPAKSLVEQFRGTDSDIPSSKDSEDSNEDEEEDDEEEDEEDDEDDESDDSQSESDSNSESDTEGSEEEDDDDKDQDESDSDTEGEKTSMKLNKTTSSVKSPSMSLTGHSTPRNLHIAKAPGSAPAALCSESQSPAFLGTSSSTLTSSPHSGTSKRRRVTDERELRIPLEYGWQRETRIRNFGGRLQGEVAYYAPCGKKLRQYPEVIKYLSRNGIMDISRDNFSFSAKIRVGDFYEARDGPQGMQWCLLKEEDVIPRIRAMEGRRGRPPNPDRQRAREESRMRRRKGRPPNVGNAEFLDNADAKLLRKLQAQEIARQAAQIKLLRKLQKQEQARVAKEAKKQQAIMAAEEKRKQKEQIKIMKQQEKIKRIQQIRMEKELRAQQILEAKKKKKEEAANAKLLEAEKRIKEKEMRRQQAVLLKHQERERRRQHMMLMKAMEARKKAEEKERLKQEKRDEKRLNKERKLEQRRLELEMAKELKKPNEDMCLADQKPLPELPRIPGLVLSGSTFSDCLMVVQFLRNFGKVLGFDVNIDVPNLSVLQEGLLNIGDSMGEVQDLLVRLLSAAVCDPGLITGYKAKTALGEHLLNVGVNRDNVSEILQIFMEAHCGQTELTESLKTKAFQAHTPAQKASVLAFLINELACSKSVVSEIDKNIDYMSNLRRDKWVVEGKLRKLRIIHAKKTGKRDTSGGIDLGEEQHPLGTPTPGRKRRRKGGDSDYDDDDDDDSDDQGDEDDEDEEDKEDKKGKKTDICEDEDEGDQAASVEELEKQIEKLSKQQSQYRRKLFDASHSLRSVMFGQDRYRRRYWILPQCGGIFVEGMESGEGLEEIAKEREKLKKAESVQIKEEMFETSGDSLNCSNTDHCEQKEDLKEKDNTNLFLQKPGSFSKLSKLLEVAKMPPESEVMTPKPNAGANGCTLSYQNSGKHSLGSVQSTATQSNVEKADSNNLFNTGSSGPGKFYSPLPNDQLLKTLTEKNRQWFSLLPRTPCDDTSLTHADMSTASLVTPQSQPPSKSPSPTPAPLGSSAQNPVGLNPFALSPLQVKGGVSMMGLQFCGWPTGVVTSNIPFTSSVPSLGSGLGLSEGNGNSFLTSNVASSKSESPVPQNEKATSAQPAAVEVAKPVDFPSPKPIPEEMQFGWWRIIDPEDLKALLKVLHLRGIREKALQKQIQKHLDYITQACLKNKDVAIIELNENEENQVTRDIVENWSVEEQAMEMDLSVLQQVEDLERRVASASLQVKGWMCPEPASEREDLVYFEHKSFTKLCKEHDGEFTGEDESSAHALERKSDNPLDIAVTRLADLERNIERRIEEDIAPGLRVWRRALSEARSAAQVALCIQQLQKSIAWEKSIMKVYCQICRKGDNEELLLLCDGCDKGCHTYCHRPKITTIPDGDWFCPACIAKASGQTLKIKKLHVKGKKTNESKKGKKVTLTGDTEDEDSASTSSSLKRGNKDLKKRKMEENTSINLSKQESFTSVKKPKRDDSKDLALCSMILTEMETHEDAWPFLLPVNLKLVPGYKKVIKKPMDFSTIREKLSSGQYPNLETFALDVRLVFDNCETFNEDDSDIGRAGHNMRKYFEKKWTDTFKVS
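Multi-concentration screen (max 110 uM) measuring displacement of acetylated histone H3 peptide from BAZ2B by AlphaScreen, using 50 nM protein, 50 nM peptide and 10 ug/mL streptavidin donor plus Ni-chelate acceptor beads.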
HP1b chromo inh = HP1-beta chromodomain-methylated histone interaction inhibition. AlphaScreen HP1-beta / biotin-H3K9me3 peptide binding. Potency, µM (highest dose often 114 µM), for inactives: top-dose activity change, negative = inhibition, actives largely listed as inhibitors. P83916. hit rate 0.56% among 390,000. AID 540317; note: nearly all actives have a fitted effect of over 70% in size; inactives centre near 23
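Compound inhibition of the preformed complex between 50 nM HP1-beta and 50 nM biotinylated H3K9me3 peptide was read by AlphaScreen. Buffer was PBS pH 7.4 with 0.01% Tween-20. Incubations ran 30 min at room temperature, with 10 ug/mL donor/acceptor beads.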
JMJD2A Tudor inh = inhibitors of human JMJD2A Tudor domain. O75164. AlphaScreen JMJD2A-Tudor / H3K4me3 peptide binding. Potency, µM (titrated, usually from 114 µM), inactives show top-dose activity change, negative = inhibition, most hits filed as inhibitors. hit rate 4.4% among 390,000. AID 504339; note: % is set by controls: 0 for no effect and ±100 for the full control effect; nearly all actives have a fitted effect of over 50% in size
Pin1 inhibitor = human Pin1 inhibition; Q13526; Pin1 FP peptide displacement, HiFluor488, 10 min; Potency, µM (doses to about 115 µM), for inactives: top-dose activity, negative = inhibition, actives largely listed as inhibitors; hit rate 0.009% among 390,000; AID 504891; active = well fitted inhibition curve with a large enough effect in the polarisation, with a control signal flat, not every such curve was filed as active; inconclusive = small, poorly fitted or top-dose-only effect, or effect the other way, or a change in a side signal; inactive = no such curve, though single readings can be large or run the other way; the % refers to the polarisation; note: % is set by controls: 0 for no effect and ±100 for the full control effect
G9a inh = G9a (human) methyltransferase inhibition; Potency, µM (doses to about 102 µM), without a hit: at the top dose activity, negative = inhibition, actives largely listed as inhibitors; Q96KQ7; AID 504332; G9a H3K9 monomethylation, AlphaScreen, 2 h; hit rate 8.8% among 350,000; note: % is set by controls: 0 for no effect and ±100 for the full control effect; nearly all actives have a fitted effect of over 75% in size
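G9a (20 nM) preincubated 15 min RT with compounds, then 500 nM biotinylated H3K9 peptide and 20 uM SAM added; 2 h RT reaction. Monomethyl-H3K9 product detected by AlphaScreen with anti-H3K9me1 antibody, streptavidin donor and anti-rabbit IgG acceptor beads.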
BLM helicase inh = Bloom syndrome helicase (human) inhibition; recombinant BLM DNA unwinding, fluorescence dequenching; hit rate 0.2% among 350,000; Potency, µM (highest dose often 56.1 µM), inactives show at the highest dose activity change, negative = inhibition, most hits filed as inhibitors; P54132;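 note: plate controls were vehicle for no effect and no enzyme for full effect; nearly all actives have a fitted effect of over 35% in size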
* marks the source's active call; other numbers are inactive results; i = inactive; ? = inconclusive; / = no result given; & = joins results of further samples; [ ] = dose if it differs, or a comment. Unless noted, calls come from the whole dose curve; as a rule, active = well fitted curve in the direction sought with a large enough effect; inconclusive = small, poorly fitted or top-dose-only effect, or another doubt; inactive = no such curve, though single readings can be large; an effect the other way counts as inactive or inconclusive. Potency is the fitted concentration of half-maximal effect. The list is partial. The share of hits here may be higher or lower than overall.

Results follow in this order: GLS inh, Tb PGK inh, POLI inh, BAZ2B block, HP1b chromo inh, JMJD2A Tudor inh, Pin1 inhibitor, G9a inh, BLM helicase inh
- O=C(COC(=O)c1ccc([N+](=O)[O-])s1)Nc1cccc(S(=O)(=O)NC2=NCCCCC2)c1
    9%, 0%, ?, -17%, 16%, -20%, /, /, ?
- CCCc1cc(C(=O)Nc2ccc(C(=O)OC)cc2)cs1
    1%, i, 33%[activator], 1%, 40%[activator], -14%, 2%, -5%, -4%
- COc1ccc(OCC(=O)NCCCNC(=O)COc2ccc(OC)cc2)cc1
    -2%, -5%, 11%, -3%, 49%[activator], -1%, -3%, ?, /
- COc1cc(OC)c(OC)cc1CN1CCc2nc(Nc3ccc4c(c3)OCCO4)ncc2C1
    0%, -3%, -23%, 45µM*, -13%, 56µM*, 3%, 14µM*, 3%
- Cc1c(O)ccc2c(CC(=O)N[C@@H](Cc3ccccc3)C(=O)O)cc(=O)oc12
    4%, /, ?, -6%, 52%[activator], -13%, 3%, 24%[0.501 µM], 0%
- O=c1[nH]c(C2CCN(S(=O)(=O)c3ccccc3C(F)(F)F)CC2)nc2c1nnn2Cc1ccccc1
    1%, 0%, -26%, -3%, 0%, -17%, 52%[activator], 19%, -22%
- FC(F)Oc1cccc(NC(=S)N2CCN(c3ccccn3)CC2)c1
    12%, -9%, 15%, -12%, 37%, -6%, -2%, -1%, -6%
- Cn1c(N/N=C/c2ccccc2)nc2sc3c(c2c1=O)CCC3
    13%, -1%, ?, -11%, 8%, ?, ?, -1%[59 µM], -13%
- Cc1ccc(NC(=O)CN(C)C(=O)CN2C(=O)NC(C)(c3ccccc3)C2=O)cc1 (stereo unspecified)
    -8%, i, 16%, 8%, 30%, 3%, -15%, 6%, 2%
- Cc1cc(C)cc(OC(C)C(=O)Nc2nc3c(s2)CCCC3)c1 (stereo unspecified)
    -9%, -3%, 2%, -8%, -10%, -28%, -2%, ?, -10%
- COc1ccc(C)cc1NC(=O)C1CCCN(S(=O)(=O)c2ccc3[nH]c(=O)ccc3c2)C1 (stereo unspecified)
    -11%&2%, 3%, 15%&21%, -32%&-28%, 19%&17%, -23%&-16%, 1%&4%, -40%&-33%[59 µM], -1%&-1%
- CN1CCN(C(=O)c2ccc(Cn3cc(Cl)cn3)o2)CC1
    5%, 0%, 32%[activator], 3%, 31%, -1%, -9%, 71µM*, -5%
- O=C(NCc1ccco1)C(c1ccc(F)cc1)N(CC1CCCO1)C(=O)Cn1nnc2ccccc21 (stereo unspecified)
    20%, 2%, 16%, -37%, 19%, -16%, 0%, ?, -2%
- Cc1c(NC(=O)c2ccc(S(=O)(=O)Nc3ccccc3F)cc2)c(=O)n(-c2ccccc2)n1C
    -10%, 3%, -4%, /, 17%, 8%, -10%, /, /
- CCn1cc(CCC(=O)O)c(C)n1
    16%, 5%, 23%, 5%, 20%, -15%, -1%, 45µM*, 4%
- O=C(OCC(=O)N1CCOCC1)c1ccccc1Br
    5%, -8%, 7%, 5%, 7%, -4%, -8%, 1%, 5%
- N[C@@]12CCc3nonc3[C@]1(O)CC(c1ccccc1)=[N+]2[O-]
    -11%, 11%, 16%, 11%, 14%, -4%, 5%, -1%[59 µM], -19%
- Cc1ccccc1NC(=O)C[n+]1cc(-c2ccccc2)n2c1CCC2
    2%, 7%, 6%[58.9 µM], 1%, 6%, -6%, -1%, -12%, -2%
- N#Cc1ccc(CC(=O)c2ccccc2)[nH]c1=O
    ?, -8%, 83%[activator], /, 2%, -25%, ?, /, /
- O=c1c(Cc2c(F)cccc2Cl)c(O)ccn1Cc1ccc2c(c1)OCO2
    -1%, -8%, 28%, ?, 51%[activator], 0%, -9%, -11%, -3%
- CSc1ccc(CCNC(=O)Cn2nc(C)n3c(cc4sccc43)c2=O)cc1
    -1%, -1%, 8%, 1%, 24%, -9%, 16%, 7%[59 µM], -6%
- COc1cc(CCNC(=O)c2ccccc2NC(=O)C2=C(C)OCCS2)cc(OC)c1OC
    5%, -9%, ?, -30%, -1%, -20%, 0%, 16%, -2%
- CC(=O)Nc1cc(-c2ccccc2)nn1Cc1ccc(Cl)cc1
    20%, /, 8%, -31%, 33%, -10%, -5%, -5%[59 µM], -13%
- CCOc1ccc2nc(SCC)[nH]c2c1
    14%, -4%, 14%, 89µM*, 72%[activator], -18%[57.1 µM], -5%, -23%[59 µM], 0%
- CCOc1cc(CO)cc(Br)c1OCC(=O)O
    ?, -14%, ?, /, 27%, -26%, ?, /, /
- COc1ccc(N2CCN(C(=O)Cc3coc4cc(C)ccc34)CC2)cc1
    3%, 3%, 101%[activator], 40µM*, -12%, -30%[57.1 µM], -7%, 45µM*, -5%
- Cc1ccc(-n2c(=O)c3c(c4cc(C)ccc4n3C)n(CC(=O)Nc3c(C)cccc3C)c2=O)cc1
    1%, -2%, 12%, -9%, 2%, -16%, 0%, -14%[59 µM], -3%
- CCOC(=O)C(CC)/C(C)=N\NC(=O)CCC(=O)Nc1ccc(Cl)cc1Cl (stereo unspecified)
    2%, -6%, -3%, 2%, 30%, -10%, 3%, 15%, -2%
- O=S(=O)(NC1c2cccc3cccc(c23)C1Sc1ncccn1)c1ccc(Cl)cc1 (stereo unspecified)
    5%, -3%, 4%, -37%, 25%, -17%, 11%, ?, -9%
- CC(=O)c1ccc(NC(=O)Cn2nc(C(F)(F)F)c3c2CCC3)cc1
    1%, 6%, 6%, 1%[57.1 µM], 40%[activator], -15%, -2%, -3%[59 µM], -2%
- COCCSc1ccccc1C(=O)N1CCc2ccccc21
    -7%, -1%, 104%[activator], -3%, 58%[activator], 2%, -5%, /, -7%
- CCNC(=O)C1(c2ccccc2)CCCC1
    19%, 2%, 10%, ?, 56%[activator], -6%, 3%, 10%[59 µM], 1%
- CC(NC(=O)C(=O)N/N=C/c1ccc(Cl)cc1)c1ccccc1 (stereo unspecified)
    -14%, 0%, 0%, -28%, 29%, 4%, 0%, -14%, -4%
- O=C(Cc1c(F)cccc1Cl)Nc1cc(S(=O)(=O)N2CCOCC2)ccc1N1CCOCC1
    -1%, 0%, 23%, -6%, 33%, -19%, 0%, 50µM*, /
- Cc1[nH]nc(S(=O)CC(=O)O)c1[N+](=O)[O-] (stereo unspecified)
    -3%, i, 17%, ?, 13%, -3%, -2%, ?, -2%
- CC(C)(C)n1ncc(Oc2ccccc2[N+](=O)[O-])c(Cl)c1=O
    13%, -5%, 4%, -8%, -8%, -22%, 0%, 11%[59 µM], 1%
- O=C(CSc1nccc(=O)[nH]1)NN(c1ccccc1)c1ccccc1
    -21%, -3%, 109%[activator], -19%, 27%, 5%, -4%, 4%, 1%
- CCOc1ccccc1N1C(=O)c2ccc(C(=O)O)cc2C1=O
    7%, -5%, 8%, 21%, 21%, -19%, -1%, -12%[59 µM], 1%
- COc1cc(C2=NOC(C(=O)Nc3cc(C)on3)C2)cc(OC)c1OC (stereo unspecified)
    -3%, 5%, 33%, -2%, 32%[activator], 0%, 1%, -4%[12.7 µM], 0%
- Cc1ccc(C2=NC(c3ccc(F)cc3)=Nc3ccc(C)cc3N2)cc1
    -6%, /, -5%, -10%, 36%[activator], -18%, -7%, 6%[59 µM], 1%
- COc1ccc(NC(=O)CCCC2=NS(=O)(=O)c3ccccc3N2)cc1
    1%, -9%, 31%[activator], -23%, 20%, -22%, -3%, -24%, -4%
- CCOC(=O)c1sc(N(C)C)nc1-c1ccccc1
    -6%, -18%, -7%, 10%, 12%, 0%, -2%, ?, -10%
- O=C1CCCN1CCCNc1ncnc2sccc12
    7%, 9%, 110%[activator], /, 14%, -8%, -15%, 13%, 2%
- Cn1sc(NC(=O)c2ccc(Cl)cc2)nc1=O
    -3%, -1%, 13%, 11%, 22%, -6%, -1%, 40µM*, -1%
- CC1Oc2ccccc2N(CC(=O)NCc2ccc3c(c2)OCO3)C1=O (stereo unspecified)
    4%, -3%, 103%[activator], -3%, -9%, 6%, 2%, 0%, -3%
- Cc1cc(C)c(C)c(OCc2nc(-c3cccnc3)no2)c1
    /, -3%, 5%, 2%, 25%, 8%, -6%, 6%[59 µM], -2%
- Cc1cnc(NC(=O)C2CC=CCC2)s1 (stereo unspecified)
    -10%, -5%, -3%, 6%, -9%, -11%, 1%, 19%, 1%
- CCC(=O)c1ccc(N2CCCCCC2)c(F)c1
    11%, 1%, -1%, 124%[activator], 111%[activator], 73%[activator], 26%, 8%[2.33 µM], -7%
- CC(C)CN1C(=O)C(NC(=O)C2CC2)(C(F)(F)F)C2=C1CC(C)(C)CC2=O (stereo unspecified)
    13%, 5%, 13%, 7%, 23%, -10%, 0%, 11%[59 µM], -5%
- Cc1cccc(NC(=S)Nc2ccccn2)c1C
    -1%, -1%, 24%, -5%, 40%, 4%, 2%, -5%[59 µM], 3%
- O=C(COC(=O)c1cccc(S(=O)(=O)N2CCOCC2)c1)Nc1ccc2c(c1)OCO2
    10%, -8%, 34%[activator], 14%, 30%, -13%, -4%, 27%[59 µM], -7%
- COc1ccc(/C=N/Nc2nc(N3CCCCC3)nc(N3CCCCC3)n2)cc1[N+](=O)[O-]
    -1%, i, -2%, ?, -2%, ?, -2%, -20%[59 µM], -8%
- CCCCCC(=O)Nc1ccccc1N1CCN(c2ccccc2)CC1
    75%[activator], i, -9%, 3%, 60%[activator], -8%, 0%, -7%[59 µM], -8%
- CN(C)c1ccc(CNc2ccc3c(c2)ncn3C(C)(C)C)cc1
    35%[activator], 4%, -17%, 16µM*, 35µM*, 14µM*, 3%, 22µM*, -4%
- Cc1ccc(Cl)cc1N1CCN(S(=O)(=O)c2ccc3[nH]c4c(c3c2)CCCCC4)CC1
    7%, -11%, -6%, 1%[57.1 µM], -23%, ?, 3%, ?, -14%
- CN1CCN(C(=O)Nc2cccc(-c3ccccc3)c2)CC1
    -15%, i, -20%, -4%, 13%, -1%, -10%, /, 0%
- COc1ccc(S(=O)(=O)NCC(c2ccc3c(c2)OCO3)N2CCOCC2)cc1 (stereo unspecified)
    3%, 0%, 24%, -3%, 7%, -13%, 4%, 1%[0.501 µM], /
